# High-throughput results deposited in PubChem BioAssay by Broad Institute.
# miR-122 sensor = blocks miR-122 activity in Huh7 sensor cells; activation (reporter increase), % at 12.5 µM; 340,000 tested, 0.3% active; AID 602342; Huh7 miR-122 Renilla luciferase sensor, 48 h; neutral wells = 0, positive control = 100;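 active = mean replicate activation score at least 90 and every replicate individually at or above 90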;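 also: higher luciferase means less miR-122 activity so hits act as miR-122 inhibitors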
# RAD54 branch = blocks human RAD54 Holliday junction branch migration. FAM/BHQ fluorescence. 360,000 tested, 0.14% active. Q92698. inhibition, % at 10.4 µM;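 active = mean normalized replicate activity at least 40 and at least half of replicates scoring 40 or more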;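 also: 0% = median of neutral control wells and 100% = median of positive control wells; inhibitors cause a drop in the FAM fluorescence signal; in these data hits start at about 50%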
# PGC1a acetyl inh = modulators of PGC1a acetylation; U2OS PGC1a acetylation, AlphaScreen anti-acetyl-lysine; with virally co-expressed GCN5 acetyltransferase; inhibition, % at 15.6 µM; 350,000 tested, 0.17% active; AID 651687;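 active = every replicate shows inhibition of at least 40%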;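 also: 0% = neutral control wells and 100% = positive control wells; some results beyond the cut were filed as inactive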
# Cneo AK release = causes C. neoformans cell lysis | adenylate kinase release luminescence, 4 h; normalised: neutral wells 0, clomiphene wells 100 | lysis activity, % at 15 µM | 360,000 tested, 0.2% active;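 active = mean lysis activity across replicates of at least 80%, whatever share of replicates individually reach that level; inactive = mean lysis activity below 80%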
#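 Assay system: C. neoformans cells. Amount: yeast cell density of 5 × 10^6 cells/mL. Technique: AK luminescence. Buffer or medium: YPD. Times: static 4 h at 37 °C with compound, 1 h detection. Dosing: single-point compound dose. Read-out: lysis from increased AK signal.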
# PglD DTNB = blocks C. jejuni PglD acetyltransferase activity. purified PglD enzyme, DTNB colorimetric CoA detection. AID 602405. 360,000 tested, 0.098% active. inhibition, % at 12.5 µM; in the data active = inhibition above about 16%, passing the limit was not always enough; also: strong numbers were not always called active
# E-selectin induc = E-selectin induction on HUVECs. P16581. activation, % at 7.58 µM. AID 686992. HUVEC E-selectin immunofluorescence imaging; normalized: neutral wells 0, TNF-alpha wells 100. 260,000 tested, 0.37% active;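 active = mean E-selectin-positive cell signal at least 10% of the positive control, reached in at least 60% of replicates, without over 20% cell loss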;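 also: in these data hits start at about 27%; measured in HUVEC primary endothelial cells; signal is the percent of cells scored E-selectin positive by PE staining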
#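 Test system: HUVEC | Signal: Immunofluorescence imaging | Read-out: Percent E-selectin-positive cells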
# RAD52 inh = inhibitors of human RAD52 DNA annealing; P43351; 360,000 tested, 0.46% active; inhibition, % at 18.7 µM; recombinant RAD52 DNA annealing, FRET fluorescence;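 active = every replicate showing at least 50% inhibition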
# ERAP1 HTS inh = inhibitors of human ERAP1 aminopeptidase. recombinant ERAP1, Leu-AMC fluorescence, 60 min. inhibition, % at 10.7 µM. 340,000 tested, 0.15% active. AID 652197;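 active = mean replicate inhibition of at least 30%, or all replicates individually reaching that 30% level; inactive = mean below 30% and not every replicate reaching it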;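 also: 0% = neutral control wells and 100% = L-leucinethiol positive control wells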
# Target sequence (Q9NZ08 whole entry, looked up): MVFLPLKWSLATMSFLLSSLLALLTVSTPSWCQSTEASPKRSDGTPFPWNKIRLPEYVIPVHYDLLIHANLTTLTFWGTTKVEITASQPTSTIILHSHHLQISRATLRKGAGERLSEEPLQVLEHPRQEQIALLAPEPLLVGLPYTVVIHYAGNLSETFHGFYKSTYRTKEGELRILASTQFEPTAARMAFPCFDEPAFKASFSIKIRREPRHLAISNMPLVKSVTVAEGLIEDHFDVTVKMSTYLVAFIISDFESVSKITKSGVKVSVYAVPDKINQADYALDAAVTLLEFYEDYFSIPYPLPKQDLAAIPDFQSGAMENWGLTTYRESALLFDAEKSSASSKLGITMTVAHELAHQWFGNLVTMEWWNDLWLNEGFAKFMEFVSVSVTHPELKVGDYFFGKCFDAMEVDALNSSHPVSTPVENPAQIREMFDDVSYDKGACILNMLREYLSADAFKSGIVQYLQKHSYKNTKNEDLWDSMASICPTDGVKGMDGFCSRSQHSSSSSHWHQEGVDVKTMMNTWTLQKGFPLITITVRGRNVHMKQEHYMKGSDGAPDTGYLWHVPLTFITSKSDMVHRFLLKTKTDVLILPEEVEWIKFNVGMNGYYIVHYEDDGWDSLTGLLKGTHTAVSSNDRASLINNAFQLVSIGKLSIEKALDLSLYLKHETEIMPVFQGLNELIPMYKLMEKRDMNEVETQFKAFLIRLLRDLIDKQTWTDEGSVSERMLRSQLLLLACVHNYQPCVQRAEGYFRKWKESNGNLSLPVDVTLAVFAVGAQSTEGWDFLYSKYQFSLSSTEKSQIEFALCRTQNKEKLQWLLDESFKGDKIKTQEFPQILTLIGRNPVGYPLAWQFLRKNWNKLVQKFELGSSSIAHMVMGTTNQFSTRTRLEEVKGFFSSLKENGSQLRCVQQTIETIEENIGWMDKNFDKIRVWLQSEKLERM
# An asterisk follows results filed as active; x = not tested or not shown; [ ] = another dose, or the depositor's remark.
# Order of results – E-selectin induc	PglD DTNB	miR-122 sensor	RAD52 inh	ERAP1 HTS inh	RAD54 branch	Cneo AK release	PGC1a acetyl inh
- CCCC(=O)Nc1ccc2c(c1)OC[C@@H](C)N(Cc1nccs1)C[C@H](C)[C@H](OC)CN(C)C2=O
 : 0.5	3	x	-13	4	4	0	1
- COC(=O)C[C@H]1CC[C@H]2[C@H](COc3ccc(NC(=O)c4ccc(F)cc4)cc3C(=O)N2C)O1
 : 0.2	-1	5[16.7 µM]	3	-3	-5	-2	-6
- CCc1nc2c(OCc3ccc(C(=O)N(C)C)cc3)cccn2c1N(C)C(=O)Nc1ccccc1OC
 : -0.1	6	-2	-22	3	-2	1	-2
- C/C(N)=C(/C#N)C(=O)COC(=O)c1cccc(C)c1O
 : 0.2	-1	1	-29	x	1	0	0
- CN(C)CCN(C(=O)C1CCN(S(=O)(=O)c2cccs2)CC1)c1nc2c(F)cccc2s1
 : -0.2	8	-1	7	-6	4	0	x
- COc1ccc(CC(=O)N(CC2CCCO2)c2nc3ccccc3s2)cc1 (stereo not given)
 : x	-1	29	-15	-1	8	0	x
- Cc1c(NC(=O)CCSCCc2ccccn2)cccc1[N+](=O)[O-]
 : x	0	-13	-14	-2	-7	-1	10
- CCN1C(=O)[C@@H]2[C@H](C1=O)[C@@H]1C(=O)Nc3ccccc3C(=O)N1[C@@H]2c1cccc(OC)c1
 : -0.1	2	x	8	0	-3	14	x
- N#Cc1ccccc1COC(=O)CCCC1=NS(=O)(=O)c2ccccc2N1
 : 0.9	13	13	-11	-1	1	-2	-7
- CCNC(=O)CCc1nc(-c2ccc(C(C)(C)C)cc2)no1
 : x	7	-6	x	x	-1	-10	0
- COc1cccc(C(C)(O)c2nc(-c3ccc(F)c(Cl)c3)cs2)c1 (stereo not given)
 : 2.5	-1	-8	-18	0	7	-7	6
- CCCCCCNC(=O)CSc1nccn1Cc1ccccc1
 : x	1	-1	-3	5	-6	0	3
- O=C(C[C@H]1C[C@H]2c3cc(NC(=O)c4ccc5c(c4)OCO5)ccc3O[C@H]2[C@@H](CO)O1)NCc1ccccn1
 : 0.1	-4	3[16.7 µM]	3	-1	0	11	-2
- CCOC(=O)c1sc(NC(=O)c2ccc(C)o2)nc1C
 : x	2	-2	x	x	4	-9	0
- CCC(CO)Oc1cc(NCc2ccccc2C)c2ncn(C(C)C)c2c1 (stereo not given)
 : -0.1	-3	x	9	x	-6	-27	x
- CCN(CC)S(=O)(=O)c1ccc(/C=C/C(=O)OCC(=O)Nc2cccc3ccccc23)cc1
 : -2.3	4	-4	-2	-2	-1	-1	-6
- CC(C)NC(=O)N(C)C[C@@H]1Oc2ncc(-c3cncnc3)cc2C(=O)N([C@@H](C)CO)C[C@@H]1C
 : -0.6	0	x	-1	2	9	-3	5
- CC1(C)Cc2c(cnn2-c2ccc(F)cc2)C(NC(=O)CCC(F)(F)F)C1 (stereo not given)
 : 0.0	0	-4	-22	0	-4	4	5
- CCOC(=O)N1CCC(NC(=O)c2cc(C(=O)Nc3cccc(OC)c3)ccc2CO)CC1
 : x	3	-8	x	x	-3	1	8
- COc1ccc(S(=O)(=O)N(C)C[C@H]2OCCCC[C@@H](C)Oc3ccc(NS(=O)(=O)c4ccccc4)cc3C(=O)N([C@@H](C)CO)C[C@H]2C)cc1
 : x	0	-6[16.7 µM]	-111	-3	-6	-2	-14
- C1=C(N2CCOCC2)/C(=C/c2nc3ccccc3[nH]2)CC1
 : x	7	1	x	x	-5	-22	-7
- Cc1ccc(S(=O)(=O)N(C)C[C@H]2OCCCC[C@@H](C)Oc3ccc(NC(=O)Nc4ccc(F)cc4)cc3C(=O)N([C@H](C)CO)C[C@@H]2C)cc1
 : 0.0	-5	-5[16.7 µM]	-15	3	-12	-1	-2
- Brc1ccccc1-c1nnc(CSc2nnnn2-c2ccccc2)o1
 : x	-3	-5	-69	-6	-7	1	0
- COc1cccc(CNC(=O)CCC2CCCN(Cc3cc(Cl)ccc3O)C2)c1 (stereo not given)
 : 2.4	6	-3	-4	-3	5	1	x
- Cc1noc(C)c1COc1ccccc1C(=O)Nc1cccc(S(=O)(=O)N(C)C)c1
 : -0.2	2	11	-16	0	3	0	13
- CCOC(=O)c1c(C)[nH]c(C(C)=NNC(=O)c2cccs2)c1C
 : x	3	-4	-14	7	-5	-4	-4
- CN(C(=O)CCNC(=O)Cn1ccc2ccccc2c1=O)c1ccc(Br)cc1
 : x	-3	-6	-4	-9	-1	-1	-7
- C[C@H]1CN=C(N(C)C)N1CCCC1CCCC1
 : 0.1	-3	4	-10	0	-6	-1	3
- O=C([C@H]1[C@H](CO)[C@H]2Cn3c(ccc(/C=C/c4ccccc4)c3=O)[C@H]2N1CC1CC1)N1CCOCC1
 : -1.6	11	3[16.7 µM]	-19	-1	-1	0	x
- CCC(=O)N(C)C[C@H]1Oc2cc(C#CC3CC3)ccc2S(=O)(=O)N([C@H](C)CO)C[C@@H]1C
 : -0.2	7	10[16.7 µM]	18	3	-7	-1	-10
- CCOc1ccc(-n2c(C)nc3cc(C(=O)NCCN4CCOCC4)ccc32)cc1
 : x	-7	-1	x	x	-5	-1	21
- CC1CCCN(CCCNC(=O)CN2C(=O)COc3ccccc32)C1 (stereo not given)
 : x	-2	-2	-4	0	-2	-1	-2
- S=C(NCc1ccco1)Nc1ccc(Oc2ccc(Cl)cc2)cc1
 : 0.5	3	11	-61	x	-3	-7	6
- Cc1nn(C)cc1C(=O)Nc1ccc2c(c1)OCCO2
 : 20	0	2	-7	-4	5	-8	x
- COC(=O)c1sc(NC(=O)CCCn2nc([N+](=O)[O-])cc2C)c(C(=O)OC)c1C
 : x	3	-8	x	x	2	0	-4
- C[C@@H]1CN([C@@H](C)CO)C(=O)c2cc(NC(=O)Cc3cn(C)c4ccccc34)ccc2O[C@H]1CN(C)Cc1ccc(Cl)c(Cl)c1
 : -3.6	-7	-11[16.7 µM]	-1	-1	6	2	-7
- COc1ccc(NS(=O)(=O)c2ccc(N/N=C/c3ccc(N4CCOCC4)cc3)c([N+](=O)[O-])c2)cc1
 : -1.1	-3	-2	-2	-1	1	8	2
- COc1ccc(C#Cc2ccc3c(c2)[C@H]2[C@H](CCN2S(=O)(=O)c2ccccc2F)[C@H](CO)N3C)cc1
 : 0.1	-1	24[16.7 µM]	x	x	8	-4	-6
- COc1cc(C(=O)OCCCN2CCCN(CCCOC(=O)c3cc(OC)c(OC)c(OC)c3)CC2)cc(OC)c1OC
 : 0.0	0	1	-11	-10	7	-3	-13
- COc1ccc(C2C(C(=O)N3CCN(C)CC3)c3ccccc3C(=O)N2C2CCCCC2)cc1 (stereo not given)
 : x	5	-6	3	6	-7	0	-12
- CCOC(=O)N1CCC(NC(=O)c2cnn3c2NC(c2ccco2)CC3C(F)(F)F)CC1 (stereo not given)
 : x	4	-4	x	x	-26	-3	-9
- COc1ccc(OC)c(NC(=S)N2CCCC2)c1
 : 0.0	4	-5	-7	-5	-5	-2	x
- COCCN(CC1CCCN(C2Cc3ccccc3C2)C1)C(=O)CCC(C)=O (stereo not given)
 : x	-16	-4	-13	-5	-5	-1	0
- C[C@@H]1CN([C@H](C)CO)C(=O)Cc2cc(NC(=O)Nc3ccc(F)cc3)ccc2O[C@@H]1CN(C)Cc1ccccc1
 : 0.8	-2	-5[16.7 µM]	-5	0	2	4	-24
- C/C=C/c1ccc([C@H]2[C@@H](CNC(=O)CC)N(Cc3ccccn3)[C@H]2CO)cc1
 : 0.0	-2	-50[16.7 µM]	x	x	0	-6	0
- CN(C(=O)c1cccc(NC(=O)Cc2ccc(NC(=O)C3CCCN(C(=O)C4CCC4)C3)cc2)c1)C1CC1 (stereo not given)
 : -0.1	4	-4	-8	1	2	0	-7
- CC(OC(=O)CN1C(=O)c2ccccc2C1=O)C(=O)NC1CCCC1 (stereo not given)
 : -0.1	4	x	-8	-2	-6	7	x
- Cn1nc(C(=O)Nc2ccc(S(=O)(=O)N3CCCCC3)cc2)c2ccccc2c1=O
 : -0.1	-4	-9	-11	0	9	0	-13
- Cn1c(=O)c2[nH]c(SCc3cccnc3)nc2n(C)c1=S
 : -0.9	3	x	11	5	1	2	5
- O=[N+]([O-])c1cccc(C(=Nc2ccccc2Cl)NO)c1
 : x	3	10	x	x	-3	15	11

# Remaining list, next part
# Order of results – E-selectin induc	PglD DTNB	miR-122 sensor	RAD52 inh	ERAP1 HTS inh	RAD54 branch	Cneo AK release	PGC1a acetyl inh
- Cc1cccc(CCN(C(=O)c2snc(C(N)=O)c2N)C(C(=O)NCC2CCCO2)c2ccc(F)cc2)c1 (stereo not given)
 : 0.7	-2	1	-4	7	-1	-1	-6
- CCOC(=O)Cn1nc(/C=C/c2ccc(C)cc2)ccc1=O
 : x	-4	-5	x	x	0	0	1
- CCOc1cc(C=O)ccc1OCCCN1C(=O)NC(C)(C)C1=O
 : x	6	-13	x	x	1	1	x
- COc1ccc(Cl)cc1NS(=O)(=O)c1cccc(C(=O)NCCCN2CCOCC2)c1
 : 0.0	1	11	-8	-1	-9	2	x
- O=C(c1ccccc1)N1CC(=O)N2[C@H](CO)[C@H](c3ccc(C#CCC4CCCC4)cc3)[C@@H]2C1
 : 0.6	x	x	-9	0	x	x	-2
- O=C(NCCOc1ccccc1Cl)c1cccc2c1C(=O)c1ccc(Cl)cc1S2(=O)=O
 : -0.1	1	-2	5	-4	-3	-2	10
- COc1ccc(C(=O)NCCS(=O)(=O)N2CCc3ccccc3C2)cc1
 : -0.1	-6	0	-9	-1	-1	3	-5
- O=C(C1CCN(S(=O)(=O)c2cccnc2)CC1)N1CCN(c2ccccc2Cl)CC1
 : x	-9	-2	x	x	-6	4	7
- Cc1noc(C)c1S(=O)(=O)N(C)C[C@@H]1Oc2ccc(NC(=O)NC3CCCCC3)cc2CC(=O)N([C@H](C)CO)C[C@@H]1C
 : -3.5	-1	-1[16.7 µM]	10	-1	2	2	4
- COc1ccc(-n2nc(C(=O)N(C)C)nc2-c2ccccc2)cc1
 : x	3	0	5	0	-13	-1	-15

# Grouped by structure: the compounds so far containing an aryl thioether with sulfur outside any ring (3)
# Order of results – E-selectin induc	PglD DTNB	miR-122 sensor	RAD52 inh	ERAP1 HTS inh	RAD54 branch	Cneo AK release	PGC1a acetyl inh
- CCCCCCNC(=O)CSc1nccn1Cc1ccccc1
 : x	1	-1	-3	5	-6	0	3
- Brc1ccccc1-c1nnc(CSc2nnnn2-c2ccccc2)o1
 : x	-3	-5	-69	-6	-7	1	0
- Cn1c(=O)c2[nH]c(SCc3cccnc3)nc2n(C)c1=S
 : -0.9	3	x	11	5	1	2	5

# (more compounds)
# Order of results – E-selectin induc	PglD DTNB	miR-122 sensor	RAD52 inh	ERAP1 HTS inh	RAD54 branch	Cneo AK release	PGC1a acetyl inh
- CCCNC(=S)Nc1ccc(CC(=O)OC)cc1
 : -1.3	-2	5	-2	0	-1	-3	x
- C[C@@H]1CN([C@@H](C)CO)C(=O)Cc2cc(N(C)C)ccc2O[C@@H]1CN(C)S(=O)(=O)c1ccc(F)cc1
 : x	-6	1[16.7 µM]	14	2	-14	-1	-1
- CCC(=NCCN1CCNCC1)C1=C(O)CC(C)(C)CC1=O
 : x	-1	-2	25	-2	2	4	-4
- CN(Cc1ccccc1)C(=O)c1ccc(NC(=O)Cc2ccc(NC(=O)C3CCCN(C(=O)c4ccccc4)C3)cc2)cc1 (stereo not given)
 : 0.2	1	-1	-15	0	4	-1	0
- CCOc1ccc(CNC(=O)C2CCCN(S(=O)(=O)N3CCC(C)CC3)C2)cc1OC (stereo not given)
 : 0.1	4	1	-41	1	10	-3	x
- CC(C)CCNC(=O)c1cc(S(=O)(=O)N2CCC3(CC2)OCCO3)ccc1F
 : -0.1	-1	-1	-7	2	2	-1	-20
- CN(C)CC(=O)N[C@H]1CC[C@H](CCn2cc(C3CCCC3)nn2)O[C@@H]1CO
 : -0.1	-31	x	4	-3	3	46	7
